FUS suppressor – FUS proteinopathy suppression in yeast; S. cerevisiae FUS-expressing, growth rescue, OD600, 24 h; Potency, µM (titrated, usually from 76.6 µM), for the others: at the top dose growth rescue (activation), most hits filed as activators; actives 0.24% (n = 390,000); AID 1347120;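 also: plate controls were DMSO vehicle for no effect and reference control for full effect; nearly all actives have a fitted effect of over 55% in size; some results filed as inactive show a strong effect at the top dose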
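Toxicity suppression screen in FUS-yeast. Cells induced with 2% galactose, starting OD 0.005, treated 24hr at 30C with compounds at multiple final concentrations; growth by OD600.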
Abeta yeast res – restores growth of yeast expressing A-beta42 peptide | yeast expressing A-beta42, growth rescue, OD600, 48 h; response scale: 0% DMSO, 100% iron-clioquinol control | Potency, µM (highest dose often 46.1 µM), for the others: top-dose growth rescue, usual class: activators | actives 0.063% (n = 410,000); also: nearly all actives have a fitted effect of over 55% in size
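Yeast A-beta toxicity model in growth medium with pinned compounds, 48 h at 30 C; growth read as absorbance at 600 nm. Normalized to FeCl3/clioquinol equimolar mix (positive) and DMSO (negative).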
The depositor's hits bear a star; [ ] = remark or other dose. Calls follow the shape of the dose curve; as a rule, active = well fitted activation curve with a large enough effect; inconclusive = small, poorly fitted or top-dose-only effect; inactive = no such curve, though single readings can be large or run the other way. Potency is read from the fitted curve at half-maximal effect.

`Cc1oc2c(cc(NS(=O)(=O)c3ccc(C(C)C)cc3)c3ccccc32)c1C(=O)OCc1ccccc1` gave FUS suppressor 8.3% and Abeta yeast res -15.6%.
`Cc1cccc(NS(=O)(=O)c2ccc3[nH]c(=O)ccc3c2)c1C` gave FUS suppressor -6.3% and Abeta yeast res -6.2%.
`O=c1c2cc3c(cc2n(Cc2ccc(Cl)cc2)c(=O)n1Cc1nc(-c2ccccc2)no1)OCO3` gave FUS suppressor -21.1% and Abeta yeast res -8.2%.
For Cc1ccc2oc(=O)n(CCNC(=O)Nc3ccc(Cl)cc3)c2c1 the results were FUS suppressor -4.9% and Abeta yeast res 17.0%.
`Cc1ccc(C(=O)c2oc3ccccc3c2NC(=O)COc2ccc(C(C)C)cc2)cc1` gave FUS suppressor -25.4% and Abeta yeast res -5.2%.
CC1CCCN(CCCNC(=O)c2ccc3c(c2)N(Cc2cccc(Cl)c2)C(=O)c2ccccc2S3(=O)=O)C1 (centres undefined) was read as FUS suppressor 27.8% and Abeta yeast res 3.9%.
CCOC(=O)C1CCN(C(=O)c2nn(-c3ccc(C)cc3)c(=O)c3c2c2ccccc2n3C)CC1 was read as FUS suppressor -5.0% and Abeta yeast res -3.8%.
For Cc1ccc(-c2nnc3ccccc3c2C(=O)Nc2ccccc2F)cc1 the results were FUS suppressor -6.7% and Abeta yeast res 0.5%.
`CCOc1ccc(N2C(=O)N(Cc3c(F)cccc3Cl)c3ccccc3S2(=O)=O)cc1` gave FUS suppressor -10.7% and Abeta yeast res -1.2%.
For CCOCCCNC(=O)c1c(NC(=O)Cc2coc3c(C)c(C)ccc23)sc2c1CCC2 the results were FUS suppressor -1.7% and Abeta yeast res 6.3%.
CCOC(=O)c1c(C)oc2ncnc(Nc3ccc(CC)cc3)c12 was read as FUS suppressor -28.3% and Abeta yeast res 0.6%.
`Cc1cccc(NS(=O)(=O)c2ccc3c(c2)CCN3C(=O)C2CC2)c1C` gave FUS suppressor 10.3% and Abeta yeast res 0.0%.
CC1=C(C(=O)Nc2ccccc2C)C(c2cccs2)n2nc(SCc3ccccc3)nc2N1 (centres undefined) was read as FUS suppressor 10.9% and Abeta yeast res -16.5%.
Screening COc1ccc(-n2cc(-c3ccccc3)c3c(NC4CCCC4)ncnc32)cc1 returned FUS suppressor 42.8% and Abeta yeast res -3.5%.
Screening CCOc1ccc(NCc2cccn2-c2nnc(N3CCC(C(=O)NCc4ccccc4Cl)CC3)s2)cc1 returned FUS suppressor 21.2% and Abeta yeast res 0.2%.
For Cc1ccc(Cl)cc1N1CCN(C(=O)C2CCN(Cc3nc(-c4cccc(Cl)c4)oc3C)CC2)CC1 the results were FUS suppressor 16.1% and Abeta yeast res -11.6%.
For COc1ccccc1N1CCN(S(=O)(=O)c2ccc3[nH]c4c(c3c2)CCCC4)CC1 the results were FUS suppressor inconclusive and Abeta yeast res inconclusive.
For CCOc1ccc(C2C(=O)N(C3CCCCCC3)CC(=O)N2CCc2ccccc2)cc1OC (centres undefined) the results were FUS suppressor 25.2% and Abeta yeast res 12.9%.
`O=C(Nc1cccc(Cl)c1)c1c(NC(=O)C(F)(F)F)sc2c1CCCC2` gave FUS suppressor 18.8% and Abeta yeast res -44.9%[inhibitor].
Screening CCS(=O)(=O)N1CCc2cc(C(=O)Nc3cc([N+](=O)[O-])ccc3C)ccc21 returned FUS suppressor 30.9% and Abeta yeast res -4.8%.
Screening Cc1ccc2c(c1)c1c(c(=O)n(-c3cccc(Cl)c3)c(=O)n1CC(=O)c1ccc(Cl)cc1)n2C returned FUS suppressor 10.7% and Abeta yeast res -19.9%.
`COc1ccc(Br)c(C(=O)Nc2cc3c(cc2N2CCOCC2)n(C)c(=O)n3C)c1` gave FUS suppressor -7.5% and Abeta yeast res -8.6%.
Screening CCOc1ccc(NS(=O)(=O)c2ccc3[nH]cc(C(=O)N4CCCC4)c(=O)c3c2)cc1 returned FUS suppressor -2.8% and Abeta yeast res -13.4%.
`Cc1ccc(-n2ncc(C(=O)NCCN3CCN(C)CC3)c2C2CCN(C(=O)OC(C)(C)C)CC2)c(C)c1` gave FUS suppressor 15.0% and Abeta yeast res 0.1%.

2 neighbouring entries out of the list so far, quoted:
`Cc1oc2c(cc(NS(=O)(=O)c3ccc(C(C)C)cc3)c3ccccc32)c1C(=O)OCc1ccccc1` gave FUS suppressor 8.3% and Abeta yeast res -15.6%.
`Cc1cccc(NS(=O)(=O)c2ccc3[nH]c(=O)ccc3c2)c1C` gave FUS suppressor -6.3% and Abeta yeast res -6.2%.

Carrying on:
For Cc1ccc2c(=O)cc(CSc3nnc(-c4ccccc4)n3C)[nH]c2c1C the results were FUS suppressor -12.7% and Abeta yeast res -12.1%.
Screening COc1cccc(NC(=O)c2ccc3nc(CCc4ccccc4)oc3c2)c1 returned FUS suppressor -5.3% and Abeta yeast res 21.6%.
Screening COc1cccc(CNC(=O)c2cc3c(=O)n(C)c4ccccc4c3n2C)c1 returned FUS suppressor -10.4% and Abeta yeast res -2.7%.
`CCc1ccc(NC(=O)C2CCCN(S(=O)(=O)c3cccc4nonc34)C2)cc1` (centres undefined) gave FUS suppressor -28.2% and Abeta yeast res -4.3%.
Screening COC(=O)c1ccc2c(=O)n(CCCCCC(=O)N3CCN(c4ccc(Cl)cc4)CC3)c(=O)[nH]c2c1 returned FUS suppressor inconclusive and Abeta yeast res -8.2%.
For COc1cc(C(=O)Nc2ccc(OCc3cc(=O)n4cc(C)sc4n3)cc2)cc(OC)c1OC the results were FUS suppressor -17.4% and Abeta yeast res -12.8%.
`CCc1nnc(SC(CC)C(=O)Nc2ccc(OC)c(Cl)c2)c2cc3occc3n12` (centres undefined) gave FUS suppressor 23.5% and Abeta yeast res 4.7%.
For CCc1nnc(NC(=O)CSc2nc3c([nH]c4ccccc43)c(=O)n2-c2ccc(C)cc2)s1 the results were FUS suppressor 6.7% and Abeta yeast res -5.8%.
Screening Cc1c(CNCc2ccc(OC(C)C)cc2)c(C(=O)O)c(C)n1Cc1ccc(Cl)cc1 returned FUS suppressor 26.0% and Abeta yeast res -1.3%.
COc1nnc(-c2ccc(N3CCCCC3)c(NC(=O)c3ccccc3)c2)c2ccccc12 was read as FUS suppressor 17.3% and Abeta yeast res -4.0%.
`COc1ccc2oc(=O)cc(CN3CCN(c4ccccc4F)CC3)c2c1` gave FUS suppressor 9.7% and Abeta yeast res -2.5%.
`CC(=O)c1cccc(Nc2c3c(nc4nc(-c5cccs5)nn24)CCCC3)c1` gave FUS suppressor -0.7% and Abeta yeast res 23.2%.
Cc1ccc(OC(=O)CSc2nnc(-c3cccs3)o2)cc1C was read as FUS suppressor 8.0% and Abeta yeast res -72.5%[inhibitor].
COC(=O)c1ccc(NC(=O)NC(C)c2c(-n3cccc3)sc(C)c2C)cc1 (centres undefined) was read as FUS suppressor inconclusive and Abeta yeast res 3.3%.
Screening Cc1cccc(N(C)S(=O)(=O)c2nnc(NC(=O)C(C)Oc3ccccc3)s2)c1 (centres undefined) returned FUS suppressor 1.1% and Abeta yeast res -7.6%.
`Cc1c(C(=O)NCc2ccc(F)cc2)sc2nc(-c3ccccc3)cn12` gave FUS suppressor 7.4% and Abeta yeast res -11.3%.
For COc1ccc(C(=O)CCC(=O)Nc2ccccc2C)cc1 the results were FUS suppressor 32.5% and Abeta yeast res 8.4%.
Screening CCOC(=O)C1CCCN(C(=O)c2cc3c(Cl)nc4ccccc4c3s2)C1 (centres undefined) returned FUS suppressor inconclusive and Abeta yeast res -7.1%.
Screening COC(=O)c1ccc(NS(=O)(=O)c2c(C)nc3sccn3c2=O)cc1 returned FUS suppressor -11.0% and Abeta yeast res -4.6%.
Screening CSc1nc2sc3c(c2c(=O)n1Cc1ccccc1)CCC(C(C)(C)C)C3 (centres undefined) returned FUS suppressor -13.8% and Abeta yeast res 6.6%.
`COc1ccc(CCNC(=O)Cc2c(C)c3c(cc(C)c4c(C)coc43)oc2=O)cc1OC` gave FUS suppressor -22.7% and Abeta yeast res -4.8%.
Screening CCc1ccc2nc(N3CCC(C(=O)NCCC(C)C)CC3)sc2c1 returned FUS suppressor 21.9% and Abeta yeast res 17.9%.
For Cc1cccc(C)c1OCC(=O)N(Cc1ccc(Cl)cc1)CC1CCCO1 (centres undefined) the results were FUS suppressor inconclusive and Abeta yeast res 4.0%.
Screening COc1cccc(-c2ccc3c(N)c(C(=O)Nc4ccccc4C)sc3n2)c1 returned FUS suppressor inconclusive and Abeta yeast res 5.2%.

Part of the list above in order of length of the SMILES, highest first.
`COc1ccc(CCNC(=O)Cc2c(C)c3c(cc(C)c4c(C)coc43)oc2=O)cc1OC` gave FUS suppressor -22.7% and Abeta yeast res -4.8%.
Screening Cc1cccc(N(C)S(=O)(=O)c2nnc(NC(=O)C(C)Oc3ccccc3)s2)c1 (centres undefined) returned FUS suppressor 1.1% and Abeta yeast res -7.6%.
Screening CSc1nc2sc3c(c2c(=O)n1Cc1ccccc1)CCC(C(C)(C)C)C3 (centres undefined) returned FUS suppressor -13.8% and Abeta yeast res 6.6%.
`Cc1c(C(=O)NCc2ccc(F)cc2)sc2nc(-c3ccccc3)cn12` gave FUS suppressor 7.4% and Abeta yeast res -11.3%.
For COc1ccc(C(=O)CCC(=O)Nc2ccccc2C)cc1 the results were FUS suppressor 32.5% and Abeta yeast res 8.4%.

(listing goes on)
Screening CCOC(=O)c1ccc(NC(=O)CC2C(=O)N(c3ccccc3)C(=O)N2Cc2ccc(C)cc2)cc1 (centres undefined) returned FUS suppressor 27.8% and Abeta yeast res -0.9%.
CCOc1cccc(NC(=O)C2CC(=O)N(C)C(=Nc3cccc(OC)c3)S2)c1 (centres undefined) was read as FUS suppressor inconclusive and Abeta yeast res 14.0%.
CC(C)NC(=O)c1cnc2sc(N3CCCCCC3)nn2c1=O was read as FUS suppressor 3.7% and Abeta yeast res -13.4%.
Screening COc1ccccc1CNC(=O)CCCn1c(=O)c2ccccc2n(Cc2ccc(F)cc2)c1=O returned FUS suppressor 18.7% and Abeta yeast res -17.2%.
Screening CC(C)c1ccc(NC(=O)C2CCN(C(=O)c3ccc(F)cc3)CC2)cc1 returned FUS suppressor 5.2% and Abeta yeast res inconclusive.
Screening COc1ccccc1CNC(=O)CCn1c(=O)c2ccccc2n(CC(=O)Nc2ccc(C)cc2C)c1=O returned FUS suppressor 8.3% and Abeta yeast res -1.1%.
CCOC(=O)c1c(C)[nH]c(C)c1S(=O)(=O)N1CCC(C(=O)N2CCN(c3cc(C)ccc3C)CC2)CC1 was read as FUS suppressor inconclusive and Abeta yeast res -0.8%.
CCCCn1c(=O)n(-c2ccc(Br)cc2F)c(=O)c2c3c(sc21)CN(C(C)=O)CC3 was read as FUS suppressor 43.4% and Abeta yeast res -5.0%.
`Cc1ccc(CNC(=O)CCCn2c(=O)c3ccccc3n(CC(=O)Nc3ccc(C)cc3)c2=O)cc1` gave FUS suppressor 7.7% and Abeta yeast res -2.9%.
Screening Cc1cc(C)c2sc(N3CCN(C(=O)C4CC4)CC3)nc2c1 returned FUS suppressor 18.3% and Abeta yeast res -29.2%.
For CCCn1c(-c2cccc(Br)c2)nc2ccccc21 the results were FUS suppressor -2.3% and Abeta yeast res -9.8%.
For CC1=C(c2ccc(F)cc2)S(=O)(=O)N=C1N1CCC(C(=O)NCCc2ccco2)CC1 the results were FUS suppressor 16.9% and Abeta yeast res -8.8%.
For CC(=O)Nc1ccc(NC(=O)CCCn2nc(C)c3sc4ccccc4c3c2=O)cc1 the results were FUS suppressor -6.6% and Abeta yeast res -21.5%.
For CC1CCCN(c2ncnc3c2nc2n3CCCCC2)C1 (centres undefined) the results were FUS suppressor 6.8% and Abeta yeast res 9.9%.
Screening CCCCSCCCNC(=O)C1CCN(Cc2nc(-c3ccc(CC)cc3)oc2C)CC1 returned FUS suppressor -3.0% and Abeta yeast res -8.2%.
`CCc1ccc(NC(=O)c2ccc3c(c2)nnn3CC)cc1` gave FUS suppressor -17.6% and Abeta yeast res -10.6%.
COc1ccc(-n2c(SCC(=O)NCc3ccccc3)nc3n[nH]c(C)c3c2=N)cc1 was read as FUS suppressor 15.2% and Abeta yeast res 7.2%.
For CCC(=O)OCc1cnc(C)c2oc(=O)c(C(=O)Nc3ccccc3C(F)(F)F)cc12 the results were FUS suppressor -14.5% and Abeta yeast res -17.6%.
For COc1ccc(CCNC(=O)CCc2c(C)nc3c(-c4ccc(F)cc4)c(C)nn3c2C)cc1OC the results were FUS suppressor -28.8% and Abeta yeast res -12.9%.
CC1CCc2onc(C(=O)Nc3ccc(Cl)cc3)c2C1 (centres undefined) was read as FUS suppressor -3.2% and Abeta yeast res -12.9%.
`Cn1nc(-c2ccccc2F)c2cc(C(=O)NCc3ccc(Cl)cc3)sc21` gave FUS suppressor -1.0% and Abeta yeast res 2.9%.
For COCCn1c(C)cc(O)c(C(c2ccccc2)N2CCCCC2)c1=O (centres undefined) the results were FUS suppressor -5.1% and Abeta yeast res 12.2%.
COc1cccc(-n2cc(C(=O)OCc3ccc(F)c(F)c3)c3ccccc3c2=O)c1 was read as FUS suppressor 23.7% and Abeta yeast res 6.6%.
For COc1ccc(-n2nc3c(N4CCCC(C(=O)NCc5cccc(F)c5)C4)nnc(C)c3c2C)cc1 (centres undefined) the results were FUS suppressor 12.9% and Abeta yeast res -1.5%.
CCC(C)n1c(=N)c(C(=O)NCc2ccccc2)cc2c(=O)n3cc(C)ccc3nc21 (centres undefined) was read as FUS suppressor -1.7% and Abeta yeast res -13.4%.
`Cc1ccc(S(=O)(=O)N2CCN(Cc3nc4ccc(C)cc4o3)CC2)cc1` gave FUS suppressor 15.7% and Abeta yeast res -19.6%.

This is a subset; the hit share may differ from the screen's.
